# KRASV12 cytotoxicity – cytotoxicity in KRAS-transformed pancreatic duct cells, primary screen, cell-based, fluorescence, HTS (AID 431); HPDE-C7K KRASV12 cells, Alamar Blue viability, 48 h; higher % means a stronger effect; one-dose cytotoxicity, % at 10 µM; EC50 in µM for titrated hits; 63,000 compounds, 1.7% hits;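 active means compounds whose percent cytotoxicity in the single-dose primary screen, scaled between solvent and toxic-drug controls, exceeds 50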;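 further: 0% = DMSO solvent wells and 100% = doxorubicin-treated wells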
# LYP inhibition – LYP phosphatase inhibitors, primary screen, biochemical, DiFMUP fluorescence, recombinant catalytic domain, 10 µM (AID 606); recombinant LYP catalytic domain, DiFMUP fluorescence; higher % means a stronger effect; one-dose inhibition, % at 10 µM; IC50 in µM for titrated hits; 52,000 tested, under 10 active;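 active means IC50 under 40 µM in the dose-response test; inactive means IC50 of 40 µM or more, or never dose-tested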
# TNAP inhibition – human TNAP enzyme inhibitors, biochemical, luminescent (AID 518) | 64,000 compounds, 0.09% hits | purified TNAP enzyme, luminescent substrate readout; higher % means a stronger effect | inhibition, % at 20 µM, or IC50 in µM where a hit was titrated; in the data active means a potency from the dose series; inactive means the rest, 99 in 100 with inhibition below about 22%;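 further: plate controls were vehicle for no effect and reference inhibitor for full effect; many of its hits are not listed in these tables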
# HPDE-C7 cytotoxicity – HPDE-C7 pancreatic duct cell viability loss – fluorescence, HTS (AID 430) | HPDE-C7 pancreatic duct cells viability, fluorescence; higher % means a stronger effect | one-dose cytotoxicity, % at 10 µM; EC50 in µM for titrated hits | 63,000 compounds, 1.8% hits;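 further: cells exposed to compound for 48 hours before viability readout; 0% = vehicle and 100% = reference cytotoxic drug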
# HT1080 cytotoxicity – HT1080 cell viability loss – fluorescence readout (AID 620); 87,000 compounds, 0.42% hits; HT1080 viability, fluorescence; higher % means a stronger effect; cytotoxicity, % at 10 µM; hits with a dose series show EC50 in µM;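 further: cells exposed to compound overnight then 4 h with Alamar Blue; 0% = vehicle DMSO and 100% = killing control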
# Bfl-1 displacement – displacement of Bid BH3 peptide from Bfl-1 – biochemical, fluorescence polarization, FITC-Bid, mouse, primary screen (AID 432). FITC-Bid BH3 peptide fluorescence polarization displacement; higher % means a stronger effect. displacement, % at 20 µM; hits with a dose series show IC50 in µM. 64,000 compounds, 0.02% hits; in the data active means a potency from the dose series; inactive means the rest, 99 in 100 with displacement below about 15%; further: strong numbers were not always called active
# Spn PMK inh – blocks S. pneumoniae phosphomevalonate kinase; purified PMK, PK/LDH-coupled NADH absorbance 340 nm; inhibition, % at 10 µM; 65,000 compounds, 0.49% hits; AID 539;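 active means top-ranked compounds by inhibition in the single 10 µM screen, taking a fixed number of the strongest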;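 further: 0% = full reaction with DMSO carrier and 100% = background rate without enzyme reaction; no value below 0 was filed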
# Spn MK inh – S. pneumoniae mevalonate kinase inhibition. purified MK, PK/LDH-coupled NADH absorbance 340 nm. 65,000 compounds, 0.48% hits. inhibition, % at 10 µM;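 active means ranked among the strongest by inhibition in the single 10 µM screen, a fixed top-ranked set picked for dose follow-up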; further: no value below 0 was filed
# DPM-DC inhibit – blocks S. pneumoniae diphosphomevalonate decarboxylase; purified DPM-DC, PK/LDH coupled NADH fluorescence; calls only at 10 µM; 65,000 compounds, 0.49% hits; AID 556;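 active means the 320 compounds with the highest percent inhibition in the single-dose primary screen, excluding strongly autofluorescent ones, cut at about 32% in these data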;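 further: kinetic rate of NADH fluorescence loss reporting ADP formed by the decarboxylase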
# Spn PMK inh pilot replicates – also measured in Spn PMK inh; calls as there; inhibition, %; measured here: pilot screen replicates
# Spn MK inh pilot replicates – recorded beside Spn MK inh, whose call it bears; inhibition, %; measured here: pilot screen replicates
# DPM-DC inhibit pilot screen % – further read-out of DPM-DC inhibit, marked with its call; inhibition, %; measured here: pilot screen trials
# * marks the source's active call; other numbers are inactive results; i = inactive; . = no result given. Unless noted, no stated cut-off is given here; in the data, active means cytotoxicity above about 50%; inactive means the rest. Outcome played no part in choosing rows; 3.5% or so of the library scored in one or more.
SMILES,KRASV12 cytotoxicity,LYP inhibition,TNAP inhibition,HPDE-C7 cytotoxicity,HT1080 cytotoxicity,Bfl-1 displacement,Spn PMK inh,Spn MK inh,DPM-DC inhibit,others
CCCC(=O)C1=C(O)C(C(=O)OC)C(C)(C)CC1=Nc1ccccc1 (centres undefined),-5%,.,17%,5%,.,-11%,3,9,i,
COc1ccccc1N1CCN(C(=O)Nc2cccc(C)c2)CC1,0%,.,14%,-3%,5%,-5%,17,0,i,
Cc1sc2ncn(CC(=O)OC(C)C(=O)NC(C)(C)C)c(=O)c2c1C (centres undefined),4%,-30%,1%,-12%,-8%,6%,8,4,i,
CCOc1ccccc1N1CCN(Cc2ccc(OC)c(OC)c2OC)CC1,4%,11%,-4%,1%,-3%,0%,14,5,i,
CC(C)(C)n1nnnc1C(c1cccs1)N(Cc1ccccc1)Cc1cccnc1 (centres undefined),12%,5%,18%,4%,-7%,8%,7,4,i,
O=C(Nc1c(-c2ccccc2)nc2ccccn12)c1ccco1,5%,14%,14%,-2%,2%,2%,4,5,i,Spn PMK inh pilot replicates=0.0;Spn MK inh pilot replicates=4.0;DPM-DC inhibit pilot screen %=0.0
Cn1nnnc1SCc1c(F)cccc1F,4%,.,6%,-2%,-9%,-4%,12,8,i,
CCOC(=O)C1C(=O)C=C(N2CCOCC2)CC1c1cccc(OC)c1 (centres undefined),-9%,.,10%,-13%,-4%,7%,0,3,i,
CCCC(=O)Nc1sc(C(=O)OC)c(C)c1C(N)=O,4%,-19%,6%,4%,-2%,-10%,14,3,i,
Cc1nc(SCC(=O)NCc2ccco2)nc(C)c1C,-6%,.,1%,-3%,4%,4%,0,0,i,
CC(C)C(c1nnnn1C1CCCC1)N1c2ccccc2CC1C (centres undefined),-4%,-5%,12%,0%,-9%,4%,6,7,i,
CCCN(CCC)C(=O)CC(c1ccc(F)cc1)c1ccco1 (centres undefined),35%,2%,13%,-4%,4%,-1%,7,0,i,Spn PMK inh pilot replicates=0.0;Spn MK inh pilot replicates=0.0;DPM-DC inhibit pilot screen %=0.0
CCCC(=O)Nc1ccccc1NC(=O)CN(C)S(=O)(=O)c1ccc(C)cc1,2%,.,17%,-8%,-3%,-10%,10,8,i,Spn PMK inh pilot replicates=1.5;Spn MK inh pilot replicates=12;DPM-DC inhibit pilot screen %=0.5
CCOC(=O)NCc1cc(-c2nn(C)c(=O)c3ccccc23)ccc1C,-6%,1%,4%,5%,12%,-2%,3,5,i,
COc1ccc(S(=O)(=O)N2CCC(C(=O)N3CCCCC3)CC2)cc1OC,-23%,.,-1%,-10%,-2%,0%,14,0,i,

# Grouped by structure, the entries above containing a halogen
SMILES,KRASV12 cytotoxicity,LYP inhibition,TNAP inhibition,HPDE-C7 cytotoxicity,HT1080 cytotoxicity,Bfl-1 displacement,Spn PMK inh,Spn MK inh,DPM-DC inhibit,others
Cn1nnnc1SCc1c(F)cccc1F,4%,.,6%,-2%,-9%,-4%,12,8,i,
CCCN(CCC)C(=O)CC(c1ccc(F)cc1)c1ccco1 (centres undefined),35%,2%,13%,-4%,4%,-1%,7,0,i,Spn PMK inh pilot replicates=0.0;Spn MK inh pilot replicates=0.0;DPM-DC inhibit pilot screen %=0.0

# Remaining list, next part.
SMILES,KRASV12 cytotoxicity,LYP inhibition,TNAP inhibition,HPDE-C7 cytotoxicity,HT1080 cytotoxicity,Bfl-1 displacement,Spn PMK inh,Spn MK inh,DPM-DC inhibit,others
CCCCCOC(=O)C1[C@H]2C(=O)N(c3ccccc3CC)C[C@]23C=C[C@H]1O3 (some centres undefined),10%,11%,10%,9%,23%,1%,13,8,i,
O=C(NC1CCCCCCC1)c1ccc(CNc2c(N3CCOCC3)c(=O)c2=O)cc1,-1%,-1%,9%,-18%,-8%,3%,1,7,i,
COc1ccc(NC(=O)c2ccco2)cc1NC(=O)c1cccc(OC(C)C)c1,0%,3%,10%,-1%,-3%,-9%,9,4,i,
Cc1cccc(OCCC(=O)Nc2c(C)n(C)n(-c3ccccc3)c2=O)c1,6%,4%,2%,0%,-9%,-3%,9,2,i,
O=S(=O)(N1CCOCC1)N1CCN(c2ccccc2F)CC1,.,6%,10%,.,2%,-5%,3,0,i,
Cc1cc(C)c2[nH]c(=O)c(CN(CC3CCCO3)S(=O)(=O)c3ccc4c(c3)OCCO4)cc2c1 (centres undefined),7%,.,15%,0%,-2%,-6%,15,18,i,
N#CC(C(=O)Nc1ccccc1)=C1CCCCC1,-14%,1%,4%,-8%,5%,-6%,13,6,i,Spn PMK inh pilot replicates=3.0;Spn MK inh pilot replicates=1.5;DPM-DC inhibit pilot screen %=0.0
O=C(NCCCn1ccnc1)C1CC(c2cccc(Br)c2)=NO1 (centres undefined),-2%,16%,5%,0%,-1%,-3%,4,7,i,
c1ccc(Nc2nc(-c3cccs3)cs2)nc1,18%,11%,19%,25%,7%,0%,9,0,i,
COC(=O)COc1ccc(S(=O)(=O)NCc2ccncc2)cc1,-7%,-1%,-9%,-6%,-6%,12%,3,5,i,
COc1ccc(-n2nc(C(=O)O)c3ccccc3c2=O)c(OC)c1,-7%,4%,-1%,0%,8%,-6%,10,7,i,
c1ccc(-c2nn3c(-c4ccccc4)nnc3s2)cc1,7%,-24%,5%,15%,2%,9%,9,12,i,
O=C(NCc1ccc2c(c1)OCO2)C1CCCN(S(=O)(=O)c2cccs2)C1 (centres undefined),-5%,5%,5%,-14%,2%,-5%,2,6,i,
O=C(NC1CCCCCC1)C1c2ccccc2C(=O)N1CCCN1CCOCC1 (centres undefined),-19%,2%,1%,-22%,11%,-4%,20,5,i,
CCOC(=O)c1cccc(NC(=O)CSc2nc3ccccc3c(=O)n2CC)c1,-12%,.,6%,-11%,-1%,-4%,18,6,i,Spn PMK inh pilot replicates=0.0;Spn MK inh pilot replicates=0.5;DPM-DC inhibit pilot screen %=0.0
CCn1cc(Br)c(C(=O)Nc2ccc(C(=O)OC(C)C)cc2)n1,23%,7%,10%,20%,5%,-8%,4,4,i,
COc1ccc(CCN(Cc2nc(-c3ccccc3)no2)Cc2nc(-c3ccccc3)no2)cc1OC,25%,15%,14%,0%,0%,-3%,0,6,i,
Cc1cccn2c(=O)c3cc(C(=O)NCc4ccccn4)n(C)c3nc12,-17%,.,-15%,-13%,2%,10%,6,0,.,
Nc1nn(S(=O)(=O)c2cccc3nsnc23)cc1-c1ccc(Br)cc1,22%,8%,11%,16%,-2%,-7%,7,6,i,
COCc1cc(C)nc2sc(C(=O)N3CCN(c4ccccc4)CC3)c(N)c12,-1%,3%,3%,-6%,1%,0%,6,6,i,
Cn1c(CCCNC(=O)c2ccccc2)nc2ccccc21,14%,.,12%,3%,5%,-1%,0,7,i,Spn PMK inh pilot replicates=3.5;Spn MK inh pilot replicates=0.0;DPM-DC inhibit pilot screen %=1.5
C=CCn1c(COc2ccc(Cl)cc2)nnc1SCC(=O)NCC(=O)OCC,-28%,8%,10%,-11%,-9%,-10%,7,7,i,
COC(=O)c1ccccc1NC(=O)NCc1ccccn1,.,-5%,5%,.,5%,5%,7,4,i,
CCOC(=O)N1CCN(C(=O)CSc2nc3c(c(=O)n2-c2ccccc2OC)SCC3)CC1,4%,9%,8%,-18%,8%,-2%,11,0,i,
CC(C)(C)NC(=O)c1ccc(NC(=O)C2COc3ccccc3O2)cc1 (centres undefined),2%,10%,12%,11%,6%,3%,0,7,i,
CCOC(=O)c1cccc(NC(=O)CCS(=O)(=O)c2cccc3nsnc23)c1,7%,-9%,12%,-8%,12%,-5%,2,7,i,
Cc1ccc(S(=O)(=O)N(C)CC(=O)N2CCc3ccccc32)cc1,2%,5%,9%,6%,11%,-1%,24,17,i,
CC(C)c1nnc(NC(=O)CCC(=O)N2CCN(C3CCCCC3)CC2)s1,13%,2%,12%,2%,9%,-5%,12,5,i,
Cc1c(NC(=O)CCN2C(=O)c3ccccc3C2=O)c(=O)n(-c2ccccc2)n1C,-32%,0%,2%,-23%,0%,-5%,0,6,i,
CCn1c(NC(=O)Nc2ccccc2OC)nc2ccccc21,-8%,14%,16%,-15%,2%,-2%,0,10,i,

# Four structures already listed, sorted by count of non-hydrogen atoms, low to high.
SMILES,KRASV12 cytotoxicity,LYP inhibition,TNAP inhibition,HPDE-C7 cytotoxicity,HT1080 cytotoxicity,Bfl-1 displacement,Spn PMK inh,Spn MK inh,DPM-DC inhibit,others
CCn1c(NC(=O)Nc2ccccc2OC)nc2ccccc21,-8%,14%,16%,-15%,2%,-2%,0,10,i,
Nc1nn(S(=O)(=O)c2cccc3nsnc23)cc1-c1ccc(Br)cc1,22%,8%,11%,16%,-2%,-7%,7,6,i,
CC(C)(C)NC(=O)c1ccc(NC(=O)C2COc3ccccc3O2)cc1 (centres undefined),2%,10%,12%,11%,6%,3%,0,7,i,
COc1ccc(CCN(Cc2nc(-c3ccccc3)no2)Cc2nc(-c3ccccc3)no2)cc1OC,25%,15%,14%,0%,0%,-3%,0,6,i,

# More structures follow:
SMILES,KRASV12 cytotoxicity,LYP inhibition,TNAP inhibition,HPDE-C7 cytotoxicity,HT1080 cytotoxicity,Bfl-1 displacement,Spn PMK inh,Spn MK inh,DPM-DC inhibit,others
CCCCn1c(=O)[nH]c(=O)c2c1nc(-c1ccncc1)n2CCOC,2%,7%,7%,11%,1%,-2%,5,30,i,Spn PMK inh pilot replicates=0.5;Spn MK inh pilot replicates=2.0;DPM-DC inhibit pilot screen %=1.5
CCOc1ccc(S(=O)(=O)NCCC(=O)OC(C)C(=O)N2CCc3ccccc32)cc1 (centres undefined),.,14%,12%,.,-4%,-6%,20,0,i,
CC1(C)CC(=O)C2=C(C1)OC(N)=C(C#N)C21CCN(C(=O)OCc2ccccc2)CC1,-25%,2%,4%,-15%,32%,-4%,1,7,i,
CCOc1ccccc1N1CCN(S(=O)(=O)c2cccc3nsnc23)CC1,-13%,10%,18%,-36%,-6%,8%,5,9,i,Spn PMK inh pilot replicates=3.0;Spn MK inh pilot replicates=2.0;DPM-DC inhibit pilot screen %=1.5
Cc1ccc(S(=O)(=O)N(C)CCCC(=O)NCc2ccc3c(c2)OCO3)cc1,-8%,4%,10%,2%,0%,-6%,11,7,i,
CS(=O)(=O)N(Cc1ccco1)CC(O)Cn1c2ccccc2c2ccccc21 (centres undefined),27%,5%,13%,19%,13%,-10%,10,3,i,Spn PMK inh pilot replicates=0.0;Spn MK inh pilot replicates=0.0;DPM-DC inhibit pilot screen %=0.0
CCCOC(=O)c1ccc(Oc2c(-c3ccc(OCC)cc3O)n[nH]c2C)cc1,7.3µM*,2%,-3%,12µM*,-15%,1%,8,8,i,
COc1ccc(NC(=O)C2C3C=CC(C3)C2C(=O)NCc2ccco2)cc1 (centres undefined),-1%,.,6%,-5%,-14%,-8%,9,10,i,
Cn1c(CSc2ncccn2)nnc1SCC(=O)N1CCCCC1,-5%,3%,12%,1%,-5%,0%,8,8,i,
Cc1c(-c2ccco2)[n+](=O)c2c(n1[O-])CCC2,-5%,9%,8%,4%,-12%,3%,15,10,i,
CC(C)c1nc2n[nH]c(N)c2c2c1CCC2,16%,0%,7%,3%,16%,-1%,3,6,i,
CCOC(=O)c1[nH]c2ccc(F)cc2c1NC(=O)C1=COCCO1,5%,.,16%,-9%,6%,-2%,10,12,i,

# Compound activity (PubChem BioAssay)
